Ba/F3 V617F tox: reduced viability of JAK2V617F-dependent Ba/F3 cells, primary screen, JAK2V617F inhibitor project, cell-based, Ba/F3 EpoR-JAK2V617F, luminescence; ATP luminescence; inhibition, % at 5.6 µM; 220,000 tested, 1.1% active; AID 1446, 2008;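 active = inhibition above the campaign mean plus 3 SD over all tested compounds, cut at about 24% in these data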;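 also: cytokine-independent growth of Ba/F3 cells driven by EpoR plus mutant JAK2; 0% = DMSO-treated cells and 100% = JAK inhibitor I control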
S1P4 ag: S1P4 receptor agonists, primary screen, cell-based | S1P4-expressing cell line, agonist reporter assay | activation, % at 4.98 µM | 220,000 tested, 0.35% active | AID 1509, 2009; in the data active = activation above about 11%;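 also: 0% = DMSO vehicle and 100% = reference agonist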
BaF3 parental: parental Ba/F3 cell viability inhibition, counter-screen for JAK2V617F inhibitor project, murine pro-B, CellTiter-Glo luminescence | CellTiter-Glo ATP luminescence | inhibition, % at 5.6 µM | 220,000 tested, 1.1% active | AID 1486, 2009;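 active = inhibition above a per-campaign cutoff, the mean inhibition of all tested compounds plus 3 SD, cut at about 27% in these data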;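 also: 0% = DMSO wells and 100% = JAK Inhibitor I control wells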
NPY-Y1 PAM-ag: NPY-Y1 receptor potentiators or agonists, primary screen, cell-based | NPY-Y1 expressing cells, potentiator/agonist activation | 220,000 tested, 0.37% active | Neuropeptide Y receptor type 1 (Homo sapiens), P25929 | activation, % at 3.6 µM; in the data active = activation above about 33%, passing the limit was not always enough;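 also: cells stimulated with NPY at EC10 then isoproterenol at EC100; 0% = low agonist plus stimulus and 100% = saturating agonist plus stimulus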
NPY Y1 blocker: NPY-Y1 receptor antagonists, primary screen, cell-based; AID 1040, 2008; HEK293-CNG Y1 cells, membrane potential fluorescence; NPY at EC95, then isoproterenol; inhibition, % at 3.6 µM; 200,000 tested, 1% active; Neuropeptide Y receptor type 1 (Homo sapiens), P25929;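 active = inhibition above the campaign mean inhibition of all tested compounds plus 3 SD, cut at about 20% in these data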;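 also: 0% = DMSO wells given NPY plus isoproterenol and 100% = isoproterenol alone without NPY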
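Benchmarks – high control isoproterenol alone, low control NPY with isoproterenol · Material – HEK293 Y1/CNG channel cell line · Times – dye 3 h, compound 60 min room temperature, stimulation 45 min · Probe or stimulus – NPY (25 nM), isoproterenol (1 µM), Ro 20-1724 (25 µM) · Evaluation – % inhibition of NPY effect · Signal – fluorescence, membrane potential probe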
p47phox inh: p47phox/p22phox peptide binding inhibitors, primary screen, biochemical, uHTS, NADPH oxidase regulatory subunit. Neutrophil cytosol factor 1 (Homo sapiens), P14598. fluorescence polarization, 2 h. inhibition, % at 24.7 µM. 220,000 tested, 0.53% active. AID 1274, 2008;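 active = inhibition above about 30%, limit read from the data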;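 also: 0% = p47phox with labelled peptide and 100% = labelled peptide alone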
Target sequence (P14598 whole entry, looked up): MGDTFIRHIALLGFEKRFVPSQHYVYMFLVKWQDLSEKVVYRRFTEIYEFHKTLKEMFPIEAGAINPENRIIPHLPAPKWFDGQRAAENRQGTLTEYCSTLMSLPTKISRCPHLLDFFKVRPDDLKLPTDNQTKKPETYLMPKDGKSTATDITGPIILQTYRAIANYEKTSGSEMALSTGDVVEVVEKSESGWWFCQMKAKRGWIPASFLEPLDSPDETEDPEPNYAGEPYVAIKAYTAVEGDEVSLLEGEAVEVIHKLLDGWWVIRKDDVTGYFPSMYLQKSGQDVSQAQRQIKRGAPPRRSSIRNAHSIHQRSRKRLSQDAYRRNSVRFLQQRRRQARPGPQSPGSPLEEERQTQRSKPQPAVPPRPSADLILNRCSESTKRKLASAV
CHOP inhibitor: inhibitors of CHOP promoter induction, primary screen, cell-based, unfolded protein response, luciferase reporter; CHO-K1 CHOP-promoter luciferase, tunicamycin-induced, 15-18 h; inhibition, % at 10 µM; 220,000 tested, 3.8% active; AID 2732, 2010;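 active = compounds that reduced the stress-induced luciferase reporter signal by more than about 70% of percent inhibition, limit read from the data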;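 also: 0% = tunicamycin plus vehicle and 100% = wells without tunicamycin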
S1P4 antag: S1P4 receptor antagonists, primary screen, cell-based; 220,000 tested, 0.26% active; S1P4-expressing cells, antagonist mode, reporter read-out; inhibition, % at 4.98 µM; AID 1510, 2009; in the data active = inhibition above about 29%;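 also: 0% = wells stimulated with agonist and 100% = vehicle wells without agonist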
NPY2 pot ag: NPY-Y2 potentiators or agonists, primary screen, cell-based | Neuropeptide Y receptor type 2 (Homo sapiens), P49146 | cells expressing NPY-Y2, potentiator/agonist read-out | activation, % at 3.6 µM | 220,000 tested, 0.45% active | AID 1359, 2008; in the data active = activation above about 27%;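 also: cells stimulated with NPY near EC25 plus isoproterenol at EC100; 0% = vehicle plus submaximal agonist and 100% = vehicle plus saturating agonist; some results beyond the cut were filed as inactive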
Target sequence (P49146 whole entry, looked up): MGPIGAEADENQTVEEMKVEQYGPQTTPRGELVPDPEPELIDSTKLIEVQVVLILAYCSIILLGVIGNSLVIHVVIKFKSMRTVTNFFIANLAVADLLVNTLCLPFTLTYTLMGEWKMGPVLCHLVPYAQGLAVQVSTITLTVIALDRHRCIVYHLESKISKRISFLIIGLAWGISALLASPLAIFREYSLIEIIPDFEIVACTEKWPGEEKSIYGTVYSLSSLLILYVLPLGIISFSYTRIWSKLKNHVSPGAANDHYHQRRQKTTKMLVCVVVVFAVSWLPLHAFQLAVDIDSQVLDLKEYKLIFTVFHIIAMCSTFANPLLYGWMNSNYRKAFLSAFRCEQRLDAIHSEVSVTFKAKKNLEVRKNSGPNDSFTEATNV
Active calls of the source: *; nt = not tested or not shown.

SMILES	Ba/F3 V617F tox	S1P4 ag	BaF3 parental	NPY-Y1 PAM-ag	NPY Y1 blocker	p47phox inh	CHOP inhibitor	S1P4 antag	NPY2 pot ag
Cc1nn(-c2ccccc2)c(Cl)c1/C=C/C(=O)c1ccc(O)cc1	1	4.7	6	-27	3	-4	11	-11	2
O=C(O)C(=O)/C(=C\c1cccc2ccccc12)c1ccc2ccccc2n1	0	0.6	6	23	4	-19	-7	-7	-8
COC(=O)CNC(c1ccccc1)c1cc(Br)ccc1NC(C)=O (stereo not given)	3	0.8	2	-15	20*	2	-12	4	-8
Cc1cc(C)c2cc(CN(Cc3ccc4c(c3)OCO4)Cc3nnnn3Cc3ccco3)c(=O)[nH]c2c1	0	-0.5	-1	-32	10	-41	71*	-4	-10
O=C(Cn1nc(-c2ccccc2)ccc1=O)NCc1ccc(F)cc1	4	0.3	1	-14	5	-9	-16	10	-9
CCn1cc(C(=O)O)c(=O)c2cc(F)c(N3CCN(S(=O)(=O)c4ccc(NC(=O)OC)cc4)CC3)cc21	-1	3.5	2	1	0	-15	3	-8	-6
O=C(NC1CCCCC1)c1ccc(NS(=O)(=O)c2cccc3cccnc23)cc1	6	0.6	5	0	2	8	34	0	-11
Cc1nn2c3ccccc3n(C)c2nc1=O	-2	1.2	0	-30	2	-2	-10	-32	-6
O=C(COC(=O)c1ccccc1Nc1ccc(SC(F)F)cc1)NCc1ccco1	-4	0.6	2	-7	2	-13	24	10	3
N#Cc1ccc(-c2nnnn2-c2ccc3c(c2)OCO3)cc1	-3	1.7	1	-9	-2	-12	9	-23	-10
COc1ccc(N(CC(=O)NC2CCCCC2)C(=O)CCCC(=O)Nc2ccccn2)c(OC)c1	3	-0.2	3	9	6	-10	-6	-13	3
N#Cc1ccsc1NC(=O)CN1CCN(c2ccccc2O)CC1	1	0.0	4	5	-6	-9	17	-10	13
CC(=O)c1cccc(NC(=O)c2ccc(NS(=O)(=O)c3c(C)noc3C)cc2)c1	-2	1.1	3	10	-1	-18	-1	3	4
CC1CCCCN1CCNC(=O)C1CC(=O)N(c2ccc(F)c(Cl)c2)C1 (stereo not given)	2	0.3	3	-6	-1	-10	9	12	-6
O=c1[nH]c(CSc2ccccn2)nc2ccccc12	1	0.1	9	-2	7	7	6	-6	-7
C=CCN1C(=O)N/C(=C/c2ccc(N3CCOCC3)o2)C1=O	95*	-0.8	78*	-6	8	-25	94*	4	-23
CN1CCN(Cc2oc(CO)cc(=O)c2O)CC1	-3	0.7	0	-18	0	-12	-5	13	9
COC(=O)C1C2C=CC3(CN(C(C)c4ccc(OC)cc4)C(=O)C13)O2 (stereo not given)	-2	-1.4	3	16	0	0	63	-11	6
O=C(O)CCSc1nnc(-c2ccc3c(c2)OCO3)o1	-2	1.8	3	-44	12	0	86*	-13	-33
CC(=O)c1cccc(NC(=O)CCCOc2ccc(C)cc2)c1	-4	0.3	2	-32	-3	-12	-34	-21	-12
O=C(Nc1ccc2c(c1)OCCO2)C1CCN(S(=O)(=O)Cc2ccccc2)CC1	-3	0.1	3	8	1	1	15	-11	12
COc1cccc(-n2ccnc2SCC(=O)N2CCc3ccccc32)c1	0	2.5	1	-8	2	-2	19	-1	-9
O=C(OCCN1C(=O)c2ccccc2C1=O)c1cccc(OC(F)F)c1	1	2.1	1	-25	1	-10	34	8	-1
Cc1cc(C(=O)CSc2nc(N)cc(N)n2)c(C)n1CCc1ccc(F)cc1	4	1.4	4	-11	1	-19	27	-21	-3
COc1ccc(NS(=O)(=O)c2ccc3nc(COc4cccc5ccccc45)[nH]c3c2)cc1	2	2.3	12	-3	1	-106	47	-5	9
O=C(Cn1cccc1)N1CCN(C(c2ccccc2)c2ccccc2)CC1	-2	1.2	1	4	1	-15	56	-23	-2
COc1nc(Cl)cn(-c2ccc(C)cc2)c1=O	5	0.3	8	-22	-3	-2	-3	-5	-11
COc1cc(/C=N/N=C(\N)c2nonc2N)ccc1O	3	0.6	11	12	2	-4	-30	4	1
CN(C)c1ccc(P(=O)(OCc2ccccc2)C(O)c2ccc(Cl)cc2)cc1 (stereo not given)	-2	0.0	-1	11	nt	-2	-9	4	-1
CCOC(=O)C1(Cc2ccc(OC)cc2)CCN(C(=O)C2CCCO2)CC1 (stereo not given)	0	2.4	0	17	3	-14	-7	-25	-11
CCCn1nnnc1NCc1c(F)cccc1Cl	-1	1.5	7	-4	-3	-7	-10	9	7
O=C(Nc1ccc(F)cc1)c1ccc(CSc2ccc(Cl)cc2)o1	-2	0.4	-1	-19	nt	-16	0	20	-36
CC(C)(C)C(=O)N1CCN(c2ccc([N+](=O)[O-])cc2-n2cccc2)CC1	-2	0.3	-5	-2	nt	-1	3	9	-10
CC(C)=CCC/C(C)=C/CC(C)(C)CNCCN1CCNCC1	7	-1.6	10	-32	7	14	nt	2	-11
Cc1cc(C(=O)N/N=C/c2cc(Br)cc(Br)c2OC(=O)c2cccc(F)c2)n[nH]1	-1	1.3	4	-7	-2	-5	92*	-4	-6
CCN(CC)S(=O)(=O)c1cccc(NC(=O)c2cncc(Br)c2)c1	4	-2.1	2	2	2	-1	-10	-34	-2
Cn1cnc2c1c(=O)n(Cc1c(Cl)cccc1Cl)c(=O)n2C	3	2.9	3	-1	2	0	-3	-33	-9
S=C(c1cn(Cc2ccccc2)c2ccccc12)N1CCOCC1	3	0.3	4	-14	3	-1	6	4	3
CCOc1cc(/C=C2\C(=O)NN(c3ccccc3)C2=O)cc([N+](=O)[O-])c1O	2	-0.4	6	3	1	-14	13	4	-4
Cc1nc2c(-c3ccccc3)c(C)nn2c(C)c1CC(=O)O	-3	-0.3	-1	4	0	4	8	-11	6
Cc1ccccc1NC1(C#N)C(=O)Nc2ccccc21 (stereo not given)	-4	-3.1	5	-3	9	8	20	18	5
O=[N+]([O-])c1ccc(OCCOCCOc2ccc([N+](=O)[O-])cc2)cc1	2	-0.3	-2	-20	nt	-22	-13	20	-1
CC1Oc2ccccc2N(CC(=O)c2ccccc2)C1=O (stereo not given)	-5	-1.4	-1	0	1	-6	-2	5	4
O=C(CSc1nnc(CNC(=O)c2cccs2)o1)Nc1ccccc1	-2	12*	-1	5	7	-10	-3	-6	-2
Cn1nc(C(C)(C)C)c([N+](=O)[O-])c1C(=O)Nc1ccccc1	-6	0.0	-2	0	-2	-11	1	-17	14
FC(F)(F)c1cnc(-c2cnc(-c3ccncc3)nc2)c(Cl)c1	-1	-0.4	2	4	1	2	11	7	7
Cc1cc2n(n1)C(c1cn(-c3ccccc3)nc1C)Nc1ccccc1-2 (stereo not given)	2	-0.7	1	-16	6	-3	1	-2	-6
CC(=O)N(c1ccc(C(C)C)cc1)C1C=CS(=O)(=O)C1 (stereo not given)	0	0.5	3	2	6	-3	-28	4	-3
COc1ccc(/C=N/Nc2ncnc3sc(C)c(C)c23)cc1	0	-0.1	2	-20	-3	1	21	-27	-3
COc1cc2c(cc1OC)CN(CC(=O)Nc1ccccc1SC)CC2	0	-2.5	4	-19	0	-5	6	-1	-1

Reprinted from the part before: 2 compounds, then new ones.
SMILES	Ba/F3 V617F tox	S1P4 ag	BaF3 parental	NPY-Y1 PAM-ag	NPY Y1 blocker	p47phox inh	CHOP inhibitor	S1P4 antag	NPY2 pot ag
COc1ccc(/C=N/Nc2ncnc3sc(C)c(C)c23)cc1	0	-0.1	2	-20	-3	1	21	-27	-3
COc1cc2c(cc1OC)CN(CC(=O)Nc1ccccc1SC)CC2	0	-2.5	4	-19	0	-5	6	-1	-1
CC(=O)Nc1c(C)nn(-c2ccc([N+](=O)[O-])cc2)c1C	-1	0.6	2	6	-2	-3	29	1	2
CCN(CC)CCNC(=O)c1sc2ncn(CC(=O)Nc3ccc(C)c(Cl)c3)c(=O)c2c1C	7	-1.3	13	-20	-1	7	12	5	-16
CCN(CC)c1ccc(N)cc1S(=O)(=O)Nc1ccccc1OC	3	2.0	3	26	nt	1	0	-2	-6
CNc1nccc(-c2ccc(Cl)cc2)c1C#N	4	-0.3	9	2	0	-9	31	-24	-6
CCN1C(=O)C(CC(=O)Nc2c(C)cccc2C)SC1=Nc1ccc(S(N)(=O)=O)cc1 (stereo not given)	0	1.8	0	-11	-1	-3	3	-4	12
Cc1ccc(S(=O)(=O)Oc2ccc(/C=C3\N=C(c4cccc(C)c4)OC3=O)cc2)cc1	0	0.3	4	24	0	-2	1	-4	8
COc1cccc(C=NCCNC(=O)c2nonc2N)c1O	-1	1.2	-1	-5	3	-10	26	-7	-6
O=C(NCc1cccnc1)c1cccc(S(=O)(=O)N2CCCCC2)c1	-3	0.1	-1	8	-1	-6	20	-15	7
COc1ccc(N2CCN(C(=O)c3ccc4ccccc4n3)CC2)cc1	-3	-1.7	5	-11	2	-10	3	-3	2
CC(C)(C)CC(=O)NCCCN1CCOCC1	1	0.8	2	9	1	-4	12	-14	2
Cn1c(Cc2ccccc2)nnc1SCC(=O)c1ccc(Br)s1	-1	-0.8	7	-7	2	-7	-9	-7	-18
COc1cc(C(=O)NCc2cn3ccsc3n2)cc(OC)c1OC	2	2.4	4	-6	6	nt	nt	1	-14
Cc1c(C(=O)OCC(=O)Nc2cccc(S(N)(=O)=O)c2)oc2c1ccc1ccccc12	1	0.2	7	11	-2	-49	34	-7	-23
COc1ccc(OC)c(N)c1	-1	2.7	6	24	1	106*	24	-16	23
CSc1ccc(-c2nc(O)c3cnccn23)cc1	0	1.0	2	9	4	nt	28	-18	-16
CCOc1ccc(N(CC(=O)OC)S(=O)(=O)c2ccc(OC)c(OC)c2)cc1	6	-0.2	12	-26	-4	13	19	-14	-15
COc1ccc(C(=O)N/C(=C/c2cccs2)C(=O)NN)cc1OC	-5	-0.9	0	-11	nt	-1	1	-13	-33
O=c1c2ccccc2ncn1CCOCCOc1cccc(Br)c1	1	-0.3	2	-24	4	-8	-4	-8	6
Cc1occc1-c1nnc(SCC(=O)NCC2CCCO2)n1C (stereo not given)	-1	0.7	4	-30	2	-8	31	-37	5
Cc1nc2c(-c3ccc(Cl)cc3)cnn2c2c1CCC2	1	0.6	2	-7	7	-7	24	2	-3
CN(Cc1ccccc1)C(=O)C1CCC(CNS(=O)(=O)c2cccc3cccnc23)CC1 (stereo not given)	-2	1.2	-3	12	nt	-7	12	1	-8
NS(=O)(=O)c1ccc(Nc2nc(-c3ccccc3)cs2)cc1	-3	-3.7	1	17	-2	-21	49	-13	20
O=C(Cn1c(=O)oc2cc(S(=O)(=O)N3CCCCCC3)ccc21)NC1CCCCCCC1	-5	-1.2	8	9	-3	-14	33	-16	0

Screens from PubChem.
